GSTO1 counter: inhibitors of recombinant GSTO1, primary screen, counter-screen for RBBP9 inhibitor project, biochemical, fluorescence polarization. Glutathione S-transferase omega-1 (Homo sapiens), P78417. activity-based probe fluorescence polarization. inhibition, % at 5.96 µM. 1.1% of 300,000 active. AID 1974, 2009;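 active means inhibition above the campaign mean inhibition plus 3 SD, cut at about 35% in these data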;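 further: 0% = GSTO1-1 with DMSO and 100% = wells lacking GSTO1-1 enzyme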
Target sequence (P78417 whole entry, looked up): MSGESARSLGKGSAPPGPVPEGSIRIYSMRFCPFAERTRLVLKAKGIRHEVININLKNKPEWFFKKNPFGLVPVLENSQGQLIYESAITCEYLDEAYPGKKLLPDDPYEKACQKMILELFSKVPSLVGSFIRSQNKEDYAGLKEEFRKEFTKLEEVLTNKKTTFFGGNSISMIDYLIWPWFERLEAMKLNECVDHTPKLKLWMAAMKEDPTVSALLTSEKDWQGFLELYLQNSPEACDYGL
LYPLA1 inh: LYPLA1 inhibitors, primary screen, counter-screen for PME1 inhibitor project, biochemical, fluorescence polarization, FP-Rh probe ABPP; inhibition, % at 5.9 µM; recombinant LYPLA1; 0.16% of 320,000 active;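 active means inhibition above the mean of all tested compounds plus 3 SD, set per campaign, cut at about 14% in these data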;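 further: inhibitors block serine hydrolase probe labeling of LYPLA1 so polarization falls; 0% = enzyme with DMSO and 100% = wells lacking LYPLA1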
Target sequence (O75608 whole entry, looked up): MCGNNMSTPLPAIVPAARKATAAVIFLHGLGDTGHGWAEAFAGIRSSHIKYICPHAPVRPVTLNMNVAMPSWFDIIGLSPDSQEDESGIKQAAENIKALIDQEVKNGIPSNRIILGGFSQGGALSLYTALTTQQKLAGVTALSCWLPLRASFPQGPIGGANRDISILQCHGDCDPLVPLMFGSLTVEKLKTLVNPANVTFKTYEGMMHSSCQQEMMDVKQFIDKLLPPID
PME-1 primary: PME-1 inhibitors via competitive probe labeling, primary screen, biochemical, fluorescence polarization, FP-Rh probe, HTS; recombinant PME-1; 0.53% of 320,000 active; inhibition, % at 5.9 µM; Protein phosphatase methylesterase 1 (Homo sapiens), Q9Y570;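 active means inhibition above the campaign mean of all compounds plus 3 SD, cut at about 26% in these data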;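 further: competitive labeling of PME-1 active site by serine hydrolase directed probe; 0% = PME-1 with DMSO and 100% = wells lacking PME-1 enzyme; inhibitors block probe labeling so polarization falls and inhibition rises; many of its hits are not listed in these tables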
Target sequence (Q9Y570 whole entry, looked up): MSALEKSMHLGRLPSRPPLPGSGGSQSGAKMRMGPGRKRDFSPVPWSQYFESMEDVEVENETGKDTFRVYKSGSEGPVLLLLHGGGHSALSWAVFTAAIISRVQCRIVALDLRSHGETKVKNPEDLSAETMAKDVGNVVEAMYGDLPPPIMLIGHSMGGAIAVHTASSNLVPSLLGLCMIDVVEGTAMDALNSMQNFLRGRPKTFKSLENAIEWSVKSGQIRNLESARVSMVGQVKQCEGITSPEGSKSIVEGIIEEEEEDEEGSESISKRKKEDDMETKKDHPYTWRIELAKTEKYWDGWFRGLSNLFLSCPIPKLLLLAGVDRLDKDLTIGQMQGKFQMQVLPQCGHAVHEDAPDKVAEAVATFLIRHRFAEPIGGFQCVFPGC
PAD4 FP inh: human PAD4 inhibitors, primary screen, biochemical, fluorescence polarization, 1536-well format | Protein-arginine deiminase type-4 (Homo sapiens), Q9UM07 | recombinant PAD4, RCA probe fluorescence polarization | inhibition, % at 6.36 µM | 0.41% of 330,000 active | AID 485272, 2010;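 active means percent inhibition above a cutoff equal to the mean of all tested compounds plus 3 SD, cut at about 15% in these data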;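 further: 0% = PAD4 with RCA probe and DMSO and 100% = probe without PAD4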
pPAFAH FP inh: pPAFAH enzyme inhibitors, primary screen, biochemical, fluorescence polarization, human | recombinant pPAFAH, FP-rhodamine probe fluorescence polarization | inhibition, % at 3.39 µM | 1.5% of 330,000 active | AID 463082, 2010;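 active means inhibition above the mean inhibition across the screen plus 3 SD, cut at about 25% in these data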;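 further: inhibitors block binding of the rhodamine activity-based probe so polarization drops; 0% = enzyme with DMSO and 100% = wells lacking pPAFAH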
LYPLA2 inh: LYPLA2 inhibitors, primary screen, counter-screen for PME1 inhibitor project, biochemical, fluorescence polarization, FP-Rh probe ABPP; Acyl-protein thioesterase 2 (Homo sapiens), O95372; recombinant LYPLA2; inhibition, % at 5.9 µM; 0.38% of 320,000 active; AID 2177, 2009;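 active means inhibition above the screen-wide mean plus 3 SD, limit set per campaign, cut at about 26% in these data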;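 further: 0% = LYPLA2 with DMSO and 100% = wells lacking LYPLA2 enzyme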
PAFAH2 inh: PAFAH2 enzyme inhibitors, primary screen, biochemical, fluorescence polarization, human; recombinant PAFAH2, FP-rhodamine activity probe; 0.99% of 340,000 active; AID 492956, 2010; inhibition, % at 3.39 µM; Platelet-activating factor acetylhydrolase 2, cytoplasmic (Homo sapiens), Q99487;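 active means inhibition above the mean over all tested compounds plus 3 SD, cut at about 30% in these data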;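 further: inhibitors block probe labeling of enzyme so polarization drops; 0% = enzyme with DMSO and 100% = wells lacking PAFAH2 protein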
PAFAH1B3 inh: PAFAH1B3 enzyme inhibitors, primary screen, biochemical, fluorescence polarization, human. 0.28% of 340,000 active. recombinant PAFAH1B3, FP-rhodamine probe. AID 492972, 2010. inhibition, % at 3.39 µM. Platelet-activating factor acetylhydrolase IB subunit alpha1 (Homo sapiens), Q15102;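 active means inhibition above the screen-wide average of all tested compounds plus 3 SD, cut at about 25% in these data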;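 further: 0% = enzyme with DMSO only and 100% = wells lacking PAFAH1B3 protein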
PAFAH1B2 FP inh: PAFAH1B2 enzyme inhibitors, primary screen, biochemical, fluorescence polarization, human; recombinant PAFAH1B2, FP-rhodamine activity probe; inhibition, % at 3.39 µM; 1.2% of 340,000 active; AID 492953, 2010;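 active means inhibition above the mean of all tested compounds plus 3 SD, cut at about 24% in these data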;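 further: 0% = enzyme with DMSO and 100% = wells lacking PAFAH1B2; many of its hits are not listed in these tables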
* hit, by the source's call.

How did CC1CC1C(=O)OCC(=O)Nc1cccc(F)c1 (configuration not stated) do in these assays?
LYPLA1 inh: 0; PME-1 primary: -1; PAD4 FP inh: -2; pPAFAH FP inh: 13; LYPLA2 inh: 4; PAFAH2 inh: 79*; PAFAH1B3 inh: 11; PAFAH1B2 FP inh: 6

Results for CCN(CC(=O)Nc1cc(Cl)ccc1Cl)C(=O)c1ccc(-n2cccn2)cc1 ?
LYPLA1 inh: 1; PME-1 primary: 3; PAD4 FP inh: 5; pPAFAH FP inh: 4; LYPLA2 inh: 3; PAFAH2 inh: -1; PAFAH1B3 inh: -4; PAFAH1B2 FP inh: -1

Results for O=C(O)c1ccnc(Cl)c1 ?
GSTO1 counter: 6; LYPLA1 inh: 1; PME-1 primary: 2; PAD4 FP inh: -3; pPAFAH FP inh: -1; LYPLA2 inh: -3; PAFAH2 inh: 3; PAFAH1B3 inh: 7; PAFAH1B2 FP inh: 0

How did Cc1c(NC(=O)CSc2nc(-c3ccco3)cc(C(F)(F)F)n2)c(=O)n(-c2ccccc2)n1C do in these assays?
GSTO1 counter: -3; LYPLA1 inh: 0; PME-1 primary: -1; PAD4 FP inh: -2; pPAFAH FP inh: 5; LYPLA2 inh: 1; PAFAH2 inh: -3; PAFAH1B3 inh: 1; PAFAH1B2 FP inh: 2

How did COc1ccc(S(=O)(=O)Nc2cccc3c2O[C@H](CN(C)C(=O)Nc2c(C)noc2C)[C@@H](C)CN([C@H](C)CO)C3=O)cc1 do in these assays?
PAD4 FP inh: 3; pPAFAH FP inh: 2; PAFAH2 inh: -2; PAFAH1B3 inh: 3; PAFAH1B2 FP inh: -1

How did COc1cccc(OCC(O)CNC(=O)c2oc3ccc(C)cc3c2C)c1 (configuration not stated) do in these assays?
GSTO1 counter: -3; LYPLA1 inh: 1; PME-1 primary: 7; PAD4 FP inh: -2; pPAFAH FP inh: 4; LYPLA2 inh: 8; PAFAH2 inh: 1; PAFAH1B3 inh: 3; PAFAH1B2 FP inh: 0

Results for CC(=O)Nc1ccc(NC(=O)CSc2nnc(-c3cccs3)n2N)cc1 ?
GSTO1 counter: 10; LYPLA1 inh: 1; PME-1 primary: 2; PAD4 FP inh: -2; pPAFAH FP inh: 2; LYPLA2 inh: 0; PAFAH2 inh: -4; PAFAH1B3 inh: 7; PAFAH1B2 FP inh: 0

Results for COC(=O)c1sccc1NC(=O)Nc1ccc(Cl)c(Cl)c1 ?
GSTO1 counter: 1; LYPLA1 inh: -10; PME-1 primary: -10; PAD4 FP inh: -4; pPAFAH FP inh: 0; LYPLA2 inh: -9; PAFAH2 inh: -5; PAFAH1B3 inh: -8; PAFAH1B2 FP inh: -4

What do the screens show for `OC1CCN(Cc2ccc(OCc3ccccc3)cc2)CC1`?
GSTO1 counter: 5; LYPLA1 inh: -1; PME-1 primary: -5; PAD4 FP inh: 1; pPAFAH FP inh: 2; LYPLA2 inh: 0; PAFAH2 inh: -2; PAFAH1B3 inh: 3; PAFAH1B2 FP inh: 4

What do the screens show for `Cc1c(NC(C)c2cc(Cl)ccc2O)c(=O)n(-c2ccccc2)n1C` (configuration not stated)?
GSTO1 counter: 6; LYPLA1 inh: 3; PME-1 primary: -2; PAD4 FP inh: -4; pPAFAH FP inh: 2; LYPLA2 inh: 6; PAFAH2 inh: 2; PAFAH1B3 inh: 10; PAFAH1B2 FP inh: 1

What do the screens show for `Cc1nc2c(C(=O)NCCc3ccccc3Cl)c[nH]n2c(=O)c1Cl`?
GSTO1 counter: 4; LYPLA1 inh: 18*; PME-1 primary: 12; PAD4 FP inh: 0; pPAFAH FP inh: 25*; LYPLA2 inh: 13; PAFAH2 inh: 13; PAFAH1B3 inh: 7; PAFAH1B2 FP inh: 11

What do the screens show for `COc1ccc(CC(=O)Nc2ccc(C(=O)O)cc2NC(=O)Cc2ccc(OC)cc2)cc1`?
GSTO1 counter: 6; LYPLA1 inh: 1; PME-1 primary: 2; PAD4 FP inh: 1; pPAFAH FP inh: -1; LYPLA2 inh: -4; PAFAH2 inh: 3; PAFAH1B3 inh: 10; PAFAH1B2 FP inh: 7

What do the screens show for `CCN(CC)c1ccc(NC(=O)COC(=O)CCC(=O)c2ccc(F)cc2)cc1`?
GSTO1 counter: 5; LYPLA1 inh: 1; PME-1 primary: 6; PAD4 FP inh: 0; pPAFAH FP inh: 21; LYPLA2 inh: 4; PAFAH2 inh: 6; PAFAH1B3 inh: 10; PAFAH1B2 FP inh: 8

What do the screens show for `C=CCNC(=O)c1c(-c2c(F)cccc2Cl)noc1C`?
GSTO1 counter: -2; LYPLA1 inh: 1; PME-1 primary: 7; PAD4 FP inh: 2; pPAFAH FP inh: -1; LYPLA2 inh: 2; PAFAH2 inh: 10; PAFAH1B3 inh: 0; PAFAH1B2 FP inh: -3

What do the screens show for `Cc1nnc(NC(=O)C(C)Sc2nnc(-c3ccco3)n2C)s1` (configuration not stated)?
GSTO1 counter: 0; LYPLA1 inh: 5; PME-1 primary: -2; PAD4 FP inh: 2; pPAFAH FP inh: 0; LYPLA2 inh: 5; PAFAH2 inh: -6; PAFAH1B3 inh: -1; PAFAH1B2 FP inh: -1

How did CCN(CC)C(=O)n1nc(C)c(CN2C(=O)c3ccccc3C2=O)c1C do in these assays?
GSTO1 counter: -3; LYPLA1 inh: 0; PME-1 primary: 0; PAD4 FP inh: -2; pPAFAH FP inh: 0; LYPLA2 inh: 4; PAFAH2 inh: -2; PAFAH1B3 inh: 1; PAFAH1B2 FP inh: 1

What do the screens show for `CC(=O)Nc1ccc(S(=O)(=O)Nc2nc3ccccc3nc2Cl)cc1`?
GSTO1 counter: 5; LYPLA1 inh: 2; PME-1 primary: 0; PAD4 FP inh: -3; pPAFAH FP inh: -3; LYPLA2 inh: 7; PAFAH2 inh: 6; PAFAH1B3 inh: 8; PAFAH1B2 FP inh: 4

Results for COc1cc([N+](=O)[O-])ccc1NC(=O)C[n+]1ccccc1C ?
GSTO1 counter: 1; LYPLA1 inh: -3; PME-1 primary: 1; PAD4 FP inh: 2; pPAFAH FP inh: -2; LYPLA2 inh: 7; PAFAH2 inh: 5; PAFAH1B3 inh: 1; PAFAH1B2 FP inh: 1

Results for O=c1cnnc(N/N=C/c2ccc3c(c2)OCO3)[nH]1 ?
GSTO1 counter: 3; LYPLA1 inh: -1; PME-1 primary: -4; PAD4 FP inh: -2; pPAFAH FP inh: 7; LYPLA2 inh: -1; PAFAH2 inh: -4; PAFAH1B3 inh: 9; PAFAH1B2 FP inh: 9

Results for CC(C)(O)P(C)(=O)c1ccccc1 (configuration not stated) ?
GSTO1 counter: 0; LYPLA1 inh: 3; PME-1 primary: -8; PAD4 FP inh: -4; pPAFAH FP inh: 3; LYPLA2 inh: 3; PAFAH2 inh: -4; PAFAH1B3 inh: -4; PAFAH1B2 FP inh: 0

Results for Cc1cc2ccccn2c1C(=O)c1cccc([N+](=O)[O-])c1 ?
GSTO1 counter: 12; LYPLA1 inh: 2; PME-1 primary: 13; PAD4 FP inh: 3; pPAFAH FP inh: 4; LYPLA2 inh: 13; PAFAH2 inh: -9; PAFAH1B3 inh: -2; PAFAH1B2 FP inh: 2

Results for CC(C)OC(=O)CSc1nnc(-c2cccnc2)n1N ?
GSTO1 counter: 5; LYPLA1 inh: 0; PME-1 primary: 1; PAD4 FP inh: 0; pPAFAH FP inh: -1; LYPLA2 inh: 4; PAFAH2 inh: -4; PAFAH1B3 inh: -9; PAFAH1B2 FP inh: 9

How did Cc1cccc(C(=O)N[C@H](C(=O)OCc2cc(=O)n3c(n2)sc2ccccc23)C(C)C)c1 do in these assays?
GSTO1 counter: 5; LYPLA1 inh: -5; PME-1 primary: 5; PAD4 FP inh: -4; pPAFAH FP inh: 11; LYPLA2 inh: 2; PAFAH2 inh: 9; PAFAH1B3 inh: -4; PAFAH1B2 FP inh: 1

How did CSc1ncccc1C(=O)N1CCN(S(=O)(=O)c2ccc(F)cc2)CC1 do in these assays?
GSTO1 counter: 4; LYPLA1 inh: 6; PME-1 primary: -2; PAD4 FP inh: 4; pPAFAH FP inh: 10; LYPLA2 inh: 10; PAFAH2 inh: 3; PAFAH1B3 inh: -3; PAFAH1B2 FP inh: 7

Results for CCCCCC1CC(=O)N(Cc2ccccc2)C(=O)N1 (configuration not stated) ?
GSTO1 counter: 2; LYPLA1 inh: 1; PME-1 primary: -1; PAD4 FP inh: -2; pPAFAH FP inh: 1; LYPLA2 inh: -3; PAFAH2 inh: 2; PAFAH1B3 inh: 7; PAFAH1B2 FP inh: 4

What do the screens show for `Cc1nc2ccc(NC(=O)/C=C/C(=O)O)cc2nc1C`?
GSTO1 counter: -6; LYPLA1 inh: -4; PME-1 primary: -6; PAD4 FP inh: -6; pPAFAH FP inh: -8; LYPLA2 inh: -6; PAFAH2 inh: 2; PAFAH1B3 inh: 8; PAFAH1B2 FP inh: 1

Results for CCCCn1c(N)c(N(CC(C)C)C(=O)CCC2CCCCC2)c(=O)[nH]c1=O ?
GSTO1 counter: 5; LYPLA1 inh: 0; PME-1 primary: 2; PAD4 FP inh: 5; pPAFAH FP inh: 3; LYPLA2 inh: -3; PAFAH2 inh: 5; PAFAH1B3 inh: 4; PAFAH1B2 FP inh: 1

Results for CCCC(=O)NC(Nc1ccc(S(=O)(=O)Nc2ncccn2)cc1)(C(=O)OCC)C(F)(F)F (configuration not stated) ?
GSTO1 counter: -8; LYPLA1 inh: 0; PME-1 primary: 1; PAD4 FP inh: -3; pPAFAH FP inh: -4; LYPLA2 inh: -2; PAFAH2 inh: -10; PAFAH1B3 inh: 12; PAFAH1B2 FP inh: -4

Results for COc1cc(OC)c(OC)cc1/C=N/NC(=O)c1cnccn1 ?
GSTO1 counter: 2; LYPLA1 inh: -2; PME-1 primary: -6; PAD4 FP inh: -6; pPAFAH FP inh: 1; LYPLA2 inh: 0; PAFAH2 inh: 8; PAFAH1B3 inh: 7; PAFAH1B2 FP inh: 3

What do the screens show for `Cc1ccc(S(=O)(=O)CC(=O)Nc2ccc(F)c(F)c2F)cc1`?
GSTO1 counter: -2; LYPLA1 inh: 1; PME-1 primary: 2; PAD4 FP inh: -1; pPAFAH FP inh: 0; LYPLA2 inh: 6; PAFAH2 inh: -4; PAFAH1B3 inh: 3; PAFAH1B2 FP inh: 2

Results for CCS(=O)(=O)N1CCC(C(=O)NC2CCCCCCC2)CC1 ?
GSTO1 counter: -1; LYPLA1 inh: -1; PME-1 primary: -8; PAD4 FP inh: -1; pPAFAH FP inh: -3; LYPLA2 inh: -1; PAFAH2 inh: -4; PAFAH1B3 inh: 0; PAFAH1B2 FP inh: 2

Screens deposited in PubChem by The Scripps Research Institute Molecular Screening Center.

Some of the compounds tested, so the mix of outcomes need not match the whole.
